ALOX12 inh: blocks human arachidonate 12S-lipoxygenase; AID 1671190; Potency, µM (highest dose often 108 µM), for the others: at the highest dose activity change, negative = inhibition, actives largely listed as inhibitors; P18054; 1.1% of 580,000 active; purified 12hLO, xylenol orange hydroperoxide absorbance; active = well fitted inhibition curve with a large enough effect; inconclusive = small, poorly fitted or top-dose-only effect, or another doubt; inactive = no such curve, though single readings can be large or run the other way
Target sequence (P18054 whole entry, looked up): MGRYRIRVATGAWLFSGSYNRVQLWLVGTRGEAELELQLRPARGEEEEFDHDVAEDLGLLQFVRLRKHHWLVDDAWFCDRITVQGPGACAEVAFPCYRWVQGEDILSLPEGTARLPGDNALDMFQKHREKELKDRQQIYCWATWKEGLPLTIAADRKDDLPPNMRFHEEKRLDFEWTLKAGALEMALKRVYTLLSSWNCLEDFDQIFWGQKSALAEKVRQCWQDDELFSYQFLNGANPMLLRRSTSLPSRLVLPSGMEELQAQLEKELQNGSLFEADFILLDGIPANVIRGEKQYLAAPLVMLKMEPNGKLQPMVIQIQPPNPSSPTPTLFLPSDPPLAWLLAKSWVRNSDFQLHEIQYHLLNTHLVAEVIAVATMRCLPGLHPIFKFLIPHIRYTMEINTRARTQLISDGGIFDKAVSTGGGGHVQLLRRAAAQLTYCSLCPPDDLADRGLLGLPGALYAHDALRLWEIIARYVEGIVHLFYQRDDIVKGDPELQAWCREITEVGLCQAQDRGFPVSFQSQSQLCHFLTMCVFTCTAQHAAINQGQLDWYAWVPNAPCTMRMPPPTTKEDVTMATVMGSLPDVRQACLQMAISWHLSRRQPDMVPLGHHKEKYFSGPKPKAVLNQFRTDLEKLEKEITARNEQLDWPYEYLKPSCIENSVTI
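Purified human 12hLO at 150 nM in 25 mM Hepes, 0.01% Triton X-100, pH 7.0, preincubated 15 min at room temperature with compound. Reaction started with 40 uM arachidonic acid, 30 min at room temperature. Hydroperoxide measured by Fe-xylenol orange, 573/405 nm absorbance ratio.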
An asterisk follows results filed as active; ? = inconclusive; [ ] = remark or other dose. % is scaled to controls: 0 for no effect and ±100 for the full control effect; potency is read from the fitted curve at half-maximal effect. These rows are one share of the data; rates above refer to the full screens.

ALOX12 inh | Compound
14.7% | Cc1cn2nc(C(=O)N3CCC(C(N)=O)CC3)cc2c(N2CCCC2)n1
? | CCc1noc(C)c1C(=O)Nc1sc2c(c1C(N)=O)CCC(CC)C2 (stereo not drawn)
3.3% | COc1ccccc1-c1noc(CSc2nc(C3CC3)n(-c3ccccc3)n2)n1
15.5% | CCC[C@H]1[C@@H](NS(=O)(=O)c2cccc(C)c2)CC[C@@]23CCCN2C(=O)CCC[C@@H]13
19.9%[176 µM] | CC1=C[C@@H](CNC(=O)CCCC(=O)O)[C@H](C(C)C)C[C@H]1Cc1nc2ccncc2[nH]1
49.7%[activator] | Cc1ccccc1C(=O)N1CCCC2(C1)Nc1cccnc1NC2=NC1CCCC1 (stereo not drawn)
19.5% | CC(=O)N1c2ccc(S(=O)(=O)N3CCCC(C(=O)Nc4ccc(C)cc4)C3)cc2CC1C (stereo not drawn)
? | O=C(NCCN1CCCCC1)c1cc2cn(C3CCCC3)cc2s1
-4.0% | CCOC(=O)C1=CN(c2ccccc2)C=C(C(=O)OCC)C1c1ccc(F)cc1
? | Cc1ncsc1CN1CCC([C@@H]2CNC[C@H]2CO)CC1

ALOX12 inh | Compound
? | O=C(CCc1c[nH]c2ccccc12)NC12CC3CC(CC(C3)C1)C2
-1.7% | Cc1ccccc1CC(=O)NCc1nnc2cc(-c3nc(C4CC4)no3)ccn12
63.5%[activator] | Cc1ccc(-c2nnc(C3CN(C(=O)C(C)C)CC34CCOCC4)o2)cc1 (stereo not drawn)
-18.3% | Cc1cnc(NC(=O)CNC(=O)c2ccoc2)s1
47.6%[activator] | COc1cc(CN2CCc3nn(C)c(=O)n3CC2)ccc1OC(C)C
? | CCC1=C(C(=O)OC)C(c2cccc(C)c2)N2C(CC(=O)N3CCCCC3C)=CSC2=N1 (stereo not drawn)
19.9% | COc1ccc(Cl)cc1C(=O)N1CCC2(CC1)N(C)C(=O)CS2(=O)=O
17.5%[176 µM] | Cc1ccc(-c2noc([C@@H]3C[C@H](NS(=O)(=O)Cc4ccccc4)CN3C)n2)cc1
? | O=C1CC(c2ccc3c(c2)OCO3)c2c(c3ccccc3[nH]c2=O)O1 (stereo not drawn)
? | Oc1ccc(Cl)cc1C=NCc1ccccc1C(F)(F)F

Some of the entries above in another layout.
| SMILES | ALOX12 inh |
| --- | --- |
| CCC1=C(C(=O)OC)C(c2cccc(C)c2)N2C(CC(=O)N3CCCCC3C)=CSC2=N1 (stereo not drawn) | ? |
| COc1ccc(Cl)cc1C(=O)N1CCC2(CC1)N(C)C(=O)CS2(=O)=O | 19.9% |
| O=C(CCc1c[nH]c2ccccc12)NC12CC3CC(CC(C3)C1)C2 | ? |
| Cc1cnc(NC(=O)CNC(=O)c2ccoc2)s1 | -18.3% |
| COc1cc(CN2CCc3nn(C)c(=O)n3CC2)ccc1OC(C)C | 47.6%[activator] |
| Cc1ccccc1CC(=O)NCc1nnc2cc(-c3nc(C4CC4)no3)ccn12 | -1.7% |
| O=C1CC(c2ccc3c(c2)OCO3)c2c(c3ccccc3[nH]c2=O)O1 (stereo not drawn) | ? |

Additional records:
ALOX12 inh | Compound
-3.0% | CC(C)NC(=O)c1ccc2c(c1)nc1n2CCN(Cc2ccccc2)C1
? | COCCNC(=O)c1cc(C2CC2)nc2c1c(C1CCCN1)nn2-c1ccccc1 (stereo not drawn)
-22.1% | CC(Nc1ccc(F)cc1)c1nc(-c2ccco2)no1 (stereo not drawn)
4.6% | COCC1(C(=O)N2CCN(C)C3(CCC(=O)N(C)CC3)C2)CCC1 (stereo not drawn)
6.3% | COc1ccccc1OC1(C(=O)O)CCN(Cc2cnn(C)c2C)CC1
4.2% | Nc1cccc(OCCc2ccccc2)c1
9.1% | COc1ccc(-c2noc([C@@H]3CCCN3C(=O)c3cc(Cl)ccc3OC)n2)cc1
? | CC(=O)Oc1c(-c2ccc(NC(=O)CC(C)C)cc2)c(-c2ccc(F)cc2)nn1-c1ccc(F)cc1
-3.0%[176 µM] | CN1Cc2ncnc(N3CCOCC3)c2CN(C2CCCCC2)C1=O
20.6% | Cn1cccc1C(=O)N1CC(Oc2cccc(-c3nc(-c4ccccc4)no3)c2)C1

Entries listed so far with fluorine, in the order listed:
ALOX12 inh | Compound
-4.0% | CCOC(=O)C1=CN(c2ccccc2)C=C(C(=O)OCC)C1c1ccc(F)cc1
? | Oc1ccc(Cl)cc1C=NCc1ccccc1C(F)(F)F
-22.1% | CC(Nc1ccc(F)cc1)c1nc(-c2ccco2)no1 (stereo not drawn)
? | CC(=O)Oc1c(-c2ccc(NC(=O)CC(C)C)cc2)c(-c2ccc(F)cc2)nn1-c1ccc(F)cc1

(cont.)
ALOX12 inh | Compound
15.8% | COc1ccc(-c2noc(-c3nnn4c3COC(c3ccc(F)cc3)C4)n2)c(OC)c1 (stereo not drawn)
-8.1% | CC(=O)c1ccc(S(=O)(=O)N2CCC3(CC2)NC(=O)c2ccccc2N3)cc1
5.2%[57.4 µM] | CC(C)(C)c1cc(NC(=O)Nc2ccc(-c3cn4c(n3)sc3cc(OCCN5CCOCC5)ccc34)cc2)no1
33.9%[activator] | Cc1nc([C@H]2CCN(Cc3sccc3C)C[C@H]2NC(=O)C2CCOCC2)n[nH]1
-6.5% | COc1cccc(C2NC(=O)N(CCCC(=O)O)C(C)=C2C(=O)OCc2ccccc2)c1 (stereo not drawn)
? | N#Cc1c(N)n[nH]c1CCCNC(=O)c1cc2ccccc2cc1O
61.4%[activator] | CSCCCN1C[C@@H](C(=O)O)C[C@H](C(=O)NCc2ccccn2)C1
-1.2% | CCCn1ccc2sc(C)c(C(=O)NCCC3=CCCCC3)c2c1=O
-31.8% | O=C(CCc1cccc(F)c1)N1CCC(C(=O)O)(n2cccn2)CC1
6.6% | O=C(O)CCCc1nc2ccccc2c2nc(=O)c(-c3ccccc3)nn12

ALOX12 inh | Compound
35.1%[activator] | O=C(CCc1ccccc1)NCC(=O)N1CCN(c2ccccn2)CC1
6.9% | COc1ccc(CCNC(=O)c2cc3n(n2)CC(c2ccc(Cl)cc2)OC3)cc1OC (stereo not drawn)
5.6%[6.33 µM] | COc1cc(F)ccc1CN1CCCCC12Cc1ccccc1CNC2=O (stereo not drawn)
1.7% | CCCCN(C)C(=O)Cn1nc(C)c2sc(-c3ccccc3)nc2c1=O
? | COc1ccc(S(=O)(=O)N2CCN(c3ccccc3C)CC2)cc1C
-0.1% | CC1Sc2ccc(C(=O)Nc3nc(-c4ccc(Cl)cc4)cs3)cc2NC1=O (stereo not drawn)
30.8% | CC(=O)N1CCN(C(=O)CCc2ncc(-c3ccccc3)o2)CC1
17.5%[176 µM] | Cc1csc(NC(=O)c2ccc3c(c2)OCC(=O)N(Cc2cnn(C)c2)C3)n1
10.3% | Cc1nc(N2CCC(C(=O)NC3CCCCCC3)CC2)cc(C(F)(F)F)n1
33.8%[activator] | Cc1cc(C)cc(-n2ncc3c(NCC4CCCO4)ncnc32)c1 (stereo not drawn)

ALOX12 inh | Compound
2.9% | Cn1cccc1C(=O)N1CCC(c2[nH]ncc2Cc2ccccc2)CC1
32.3% | O=C(Cn1nc2c(cc1=O)CCCC2)N1CCCC1
11.4% | Cc1ccc(C(=O)N2CCN(C(=O)c3nnn4c3COC(c3ccccc3)C4)CC2)cc1 (stereo not drawn)
24.2% | Cc1ccc(NC(=O)N2CC3CC(C2)[C@H]2CCCC(=O)N2C3)cc1F (stereo partly drawn)
? | O=C(/C=C/c1ccc(-c2ccc(Cl)cc2Cl)o1)c1ccc(F)cc1
46.6%[activator] | COCCOc1ccc2c(n1)CCN(C(=O)c1ccnn1C)C2
-27.5% | Cc1cc(C)n2nc(CC(=O)Nc3nc(-c4c(F)cccc4F)cs3)nc2n1
15.8% | CCc1ccc(OC(=O)c2ccc(OC)c(I)c2)c(Br)c1
-41.5% | COc1ccc(C)cc1CC(=O)OCc1ccc(C#N)cc1
-46.1% | CCCc1nc2ccccc2c(C(=O)OCC(=O)NC(=O)NC(C)C)c1CC

ALOX12 inh | Compound
-21.7% | CC(C)c1ccc(NC(=O)c2ccc3c(c2)N(C)C2CCCN2C3=O)cc1 (stereo not drawn)
? | Cc1ccc2c(CN3CCN(CCc4ccccn4)CC3)cc(=O)oc2c1
? | O=C(COC(=O)c1ccc2ccccc2n1)Nc1ccc(Cl)c(Cl)c1
16.6%[176 µM] | C#CCN(C)Cc1nc(C2(O)CCN(C(=O)c3ccc(F)cc3)CC2)cs1
-48.6% | CC(C)=CC(=O)N(C)C(C)c1cccc([N+](=O)[O-])c1 (stereo not drawn)
14.7% | COCC(=O)N[C@H]1CC[C@]2(C)CCC([C@H](C)C(=O)NCc3ccc(OC)c(OC)c3)[C@H](O)[C@H]2[C@@H]1C (stereo partly drawn)
? | COCCCNC(=O)c1cc2cc(Cl)ccc2nc1C
? | Cc1ccc2c(C)c(CCC(=O)Nc3ccccc3Br)c(=O)oc2c1
17.6% | Cc1cc(C)n(CCC(=O)N2CCC(C3CCN(S(C)(=O)=O)CC3)C2)n1 (stereo not drawn)
25.7%[176 µM] | COc1cccc(CN2CCOC[C@H](Oc3ccccc3)C2)c1

ALOX12 inh | Compound
-2.1% | Cc1ccc(C(=O)NC2CC2)cc1NC(=O)CC1C=CCC1 (stereo not drawn)
7.8% | CCCCC(NC(=O)C(c1ccccc1)C1CCCC1)c1ccccc1 (stereo not drawn)
8.5% | CCN1c2cc(C(=O)Nc3cccc(OC)c3)ccc2C(=O)N2CCCCCC21 (stereo not drawn)
17.9% | COc1ccc(CNC(=O)COC(=O)Cc2n[nH]c(=O)c3ccccc23)cc1
-12.6%[176 µM] | C[S+](=O)([O-])CCn1ncc2cc(OCc3cccc(-c4cccc(O)c4)c3)ccc21
17.8µM* | CCc1ccc2oc(C(=O)Nc3ccc(S(=O)(=O)Nc4cc(C)nc(C)n4)cc3)cc(=O)c2c1
-3.2% | Cc1ccccc1NC(=O)C(Sc1ccccc1)c1ccccc1 (stereo not drawn)
5.2% | Cc1cc(=O)n(CC(=O)Nc2ccccc2F)c(-c2ccccc2)n1
-22.3% | CC(C)c1ccc(NC(=O)Cn2cc(C#N)c3ccccc32)cc1
-4.5% | COc1ccc(C2C(C#N)=C(N)Oc3n[nH]c(C)c32)cc1 (stereo not drawn)

ALOX12 inh | Compound
5.6% | COc1ccc(NS(=O)(=O)c2ccc3oc(SCC(=O)N4CCCCCC4)nc3c2)cc1
-5.4% | CC(=O)Nc1ccc(/C(C)=N\OCC(=O)NC(C)C(C)C)cc1 (stereo not drawn)
1.8% | CC(C)c1nnc2ccc(NCc3ccccc3Cl)nn12
-2.3% | O=S(=O)(NC(c1ccccc1)c1cccs1)c1cccnc1 (stereo not drawn)
-4.2% | Cc1cc(F)ccc1NC(=O)CC(C)n1cccn1 (stereo not drawn)
20.7% | O=C(CCc1ncc(-c2ccc(F)cc2F)o1)NCc1ccc(OC(F)F)cc1
-7.7% | O=S(=O)(NC(c1cccs1)C(Cl)(Cl)Cl)c1ccccc1 (stereo not drawn)
39.8%[activator] | Cc1ccc(S(=O)(=O)NCc2ccsc2)s1
13.1% | CCOC(=O)C1=C(C(=O)OCC)C2N(Cc3ccc(C(F)(F)F)cc3)c3ccccc3[C@@]23C[C@@H](C(=O)OC)N(S(=O)(=O)c2ccc(OC)cc2)C3=N1 (stereo partly drawn)
39.8%[activator] | C[C@@]1(O)CCN(C(=O)c2cccc(-c3cccc(F)c3)c2)C[C@@H]1O

ALOX12 inh | Compound
37.4%[activator] | O=C(Cc1c[nH]c2ccccc12)N[C@H](Cc1ccccn1)C1CC(O)C1 (stereo partly drawn)
67.6%[activator] | CCCNC(=O)N1CCCC(c2nc(-c3cccnc3)no2)CCNC(=O)CC1 (stereo not drawn)
10.9% | Cc1ccc2c(=O)cc(C(=O)Nc3nnc(CC(C)C)s3)oc2c1
16.1% | Cn1c(C(=O)Nc2ccccc2)c(Cl)c2ccccc21
8.9% | COCC1CN(C2CCC2)CC12CCN(C(=O)c1ccco1)CC2 (stereo not drawn)
12.8% | O=C(Cc1ccc(Cl)cc1Cl)N1CCN(S(=O)(=O)N2CCCC2)CC1
21.9% | O=C(O)CN1CCCc2nc(-c3ccccc3)ncc2C1=O
59.7%[activator] | CN1CCCC2(CCN(C(=O)Cc3cccc4ccccc34)C2)C1=O (stereo not drawn)
29.4% | Cc1cc(C(=O)N2CCCn3ccnc3C2c2cnn(C)c2)n(C)n1 (stereo not drawn)
-3.8% | Cc1ccc(NC(=O)CSc2nc(=O)[nH]c3c2CCCC3)cc1

Random excerpt: two compounds from above
ALOX12 inh | Compound
67.6%[activator] | CCCNC(=O)N1CCCC(c2nc(-c3cccnc3)no2)CCNC(=O)CC1 (stereo not drawn)
37.4%[activator] | O=C(Cc1c[nH]c2ccccc12)N[C@H](Cc1ccccn1)C1CC(O)C1 (stereo partly drawn)

Other structures
ALOX12 inh | Compound
3.1% | CC(=O)N1CCC[C@H]1C(=O)NCC1Cc2cc(-c3cccc(OC(F)(F)F)c3)ccc2O1 (stereo partly drawn)
18.7% | Cc1cc(SCC(=O)NN2C(=O)NC3(CCC(C)CC3)C2=O)nc2ccccc12 (stereo not drawn)
14.8% | Cc1ccc(NCc2ccc(O)cc2)cc1
14.8% | Cc1ccc(C(=O)c2ccccc2)cc1C
1.9%[176 µM] | CN(C)CCN(C)CC[C@H]1CN(C(=O)c2ccc(F)cc2)CC[C@H]1CC(=O)O
44.2%[activator] | O=C1NCCCCCCN(C(=O)Cc2ccccc2)[C@@H]2C[C@@H](c3nc(-c4cccnc4)no3)C[C@H]12
? | COCCN(Cc1nccs1)Cc1cn[nH]c1-c1ccc(F)cc1
? | Cc1noc(-c2cn(C3CCN(C(=O)c4ccc(C#N)cc4)CC3)nn2)n1
39.2%[activator] | CCC(C)C(=O)NCc1cccc(COC)c1 (stereo not drawn)
-2.0% | O=S(=O)(c1cc(F)cc(F)c1)N1CCC(C2CCNC2)CC1 (stereo not drawn)
6.5% | COc1cccc(Nc2nccc3[nH]c(-c4cccc(C(C)C)c4)nc23)c1
34.6%[activator] | COc1ccccc1CNC(=O)c1nccnc1N
